T cruzi growth – blocks T. cruzi growth in NIH3T3 culture | inhibition, % at 8.34 µM | T. cruzi beta-gal in NIH3T3, GalScreen luminescence, 90 h | hit rate 5.9% among 77,000;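 active means mean inhibition above about 93%, with at least 55% of replicates each passing it, limit read from the data, passing the limit was not always enough; inconclusive means only one of those two conditions holds; inactive means neither condition holds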
GASC1 inh – blocks human GASC-1 (KDM4C) demethylase activity; Q9H3R0; GST-KDM4C 2-372, H3K9me3 peptide, LANCE TR-FRET; inhibition, % at 12.5 µM; hit rate 0.15% among 96,000; AID 720574;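 active means mean replicate inhibition above about 25%, with at least 55% of replicates also reaching it, limit read from the data, passing the limit was not always enough; inconclusive means only one of those two conditions met; inactive means neither condition met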
Target sequence (Q9H3R0 2-372 limits assumed): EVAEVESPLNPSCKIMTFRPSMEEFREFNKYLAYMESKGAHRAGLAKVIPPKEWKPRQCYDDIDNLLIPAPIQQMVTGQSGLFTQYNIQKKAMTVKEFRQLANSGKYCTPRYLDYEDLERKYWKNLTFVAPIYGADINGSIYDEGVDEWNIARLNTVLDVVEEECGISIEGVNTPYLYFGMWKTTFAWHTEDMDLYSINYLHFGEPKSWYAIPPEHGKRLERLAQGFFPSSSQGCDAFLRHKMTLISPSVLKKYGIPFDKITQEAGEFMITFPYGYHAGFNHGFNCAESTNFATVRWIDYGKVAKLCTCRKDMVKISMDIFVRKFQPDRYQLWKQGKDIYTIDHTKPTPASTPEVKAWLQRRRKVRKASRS
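Material: GST-tagged GASC-1 (JMJD2C) catalytic fragment, aa 2-372 / Quantity: enzyme final amount 10 nM / Medium: HEPES buffer, pH 7.5, plus ascorbate / Doses: one test concentration per compound / Incubation: 30 min reaction, 60 min detection, RT / Measured by: LANCE TR-FRET / Read-out: inhibition from TR-FRET ratio decrease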
Pf Dd2 growth – blocks growth of Plasmodium falciparum Dd2 parasites; P. falciparum Dd2 growth, SYBR Green, 72 h; stronger effect = lower value; activity change, % at 10 µM; hit rate 2.3% among 94,000; in the data active means activity change below about -80%; inconclusive means no clear call, values can overlap the other calls
C diff growth – blocks growth of Clostridium difficile; growth activity, negative = inhibition, % at 16 µg/mL (by protocol); Clostridium difficile clinical isolate growth, OD600, 24 h; stronger effect = lower value; hit rate 0.25% among 86,000; AID 1259249;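 active means mean growth activity at or below -80% and every replicate also at or below -80%; inconclusive means mean at or below -80% but some replicate above -80%; inactive means mean growth activity above -80%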;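 further: 0% = DMSO wells and -100% = levofloxacin 16 µg/mL wells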
Active calls of the source: *; ? = inconclusive; · = not tested or not shown.

SMILES	T cruzi growth	GASC1 inh	Pf Dd2 growth	C diff growth
COc1ccc(NC(=O)N(C)C[C@@H]2Oc3ncc(C#Cc4ccc(OC)c(OC)c4)cc3C(=O)N([C@H](C)CO)C[C@@H]2C)cc1	42	5.3	-55	-3
C[C@@H]1CN([C@@H](C)CO)C(=O)c2cc(NC(=O)Nc3ccc4c(c3)OCO4)ccc2O[C@H]1CN(C)S(=O)(=O)c1cn(C)cn1	9	0.5	4	0
C[C@@H]1CN([C@H](C)CO)S(=O)(=O)c2ccc(C3=CCCC3)cc2O[C@H]1CN(C)Cc1ccccn1	·	4.0	-71	5
CC(C)NC(=O)N(C)C[C@@H]1Oc2ccc(NS(=O)(=O)c3cccs3)cc2CC(=O)N([C@H](C)CO)C[C@H]1C	5	-1.3	3	-4
CCCC(=O)Nc1ccc2c(c1)C(=O)N(C)C[C@H](OC)[C@H](C)CN(Cc1ccccc1F)[C@@H](C)CO2	63	0.5	-59	-2
C[C@@H]1CN([C@@H](C)CO)S(=O)(=O)c2ccc(C3=CCCC3)cc2O[C@H]1CN(C)Cc1ccccc1F	121*	-0.8	-27	13
COc1ccccc1S(=O)(=O)N[C@H]1C=C[C@H](CC(=O)NCc2cc(F)cc(F)c2)O[C@H]1CO	-3	1.3	-2	·
COc1ccc(NC(=O)N(C)C[C@H]2Oc3cc(C#CCC(C)C)ccc3S(=O)(=O)N([C@@H](C)CO)C[C@@H]2C)cc1	95*	1.0	-38	-3
C[C@H](CO)N1C[C@H](C)[C@@H](CN(C)C(=O)Nc2ccc(F)cc2)Oc2ccc(NC(=O)CCN3CCOCC3)cc2CC1=O	14	0.6	2	-4
COCC(=O)Nc1ccc2c(c1)[C@H]1C[C@@H](CC(=O)NC3CCCC3)O[C@@H](CO)[C@H]1O2	·	-1.4	15	-4
CO[C@@H]1CN(C)C(=O)c2cc(NC(=O)C3CCOCC3)ccc2OC[C@H](C)N(C(C)=O)C[C@H]1C	-10	0.4	22	·
CC(C)N(C[C@H]1[C@@H](c2ccccc2)[C@H](CO)N1S(C)(=O)=O)C(=O)CN(C)C	-12	2.0	18	0
O=C(Cc1ccccc1)N1C[C@@H]2[C@H](c3ccccc31)[C@@H](CO)N2C(=O)c1ccc(F)cc1	28	0.0	2	-3
CO[C@H]1CN(C)C(=O)c2cc(NC(=O)c3cccc(F)c3)ccc2OC[C@@H](C)NC[C@@H]1C	-65	0.6	11	·
C[C@@H]1CN([C@H](C)CO)S(=O)(=O)c2ccc(Br)cc2O[C@H]1CN(C)Cc1ccccn1	92	1.2	-30	2
COc1ccc(S(=O)(=O)N(C)C[C@@H]2Oc3c(NC(=O)C4CCCCC4)cccc3C(=O)N([C@H](C)CO)C[C@@H]2C)cc1	-11	-1.2	-8	15
CC(=O)N1[C@@H](CO)[C@H](c2ccccc2)[C@@H]1CN(C(=O)c1ccc(F)cc1)C(C)C	1	-0.1	17	-2
N#C[C@H]1[C@@H](c2ccc(-c3ccc(F)cc3)cc2)[C@H](CO)N1c1nc(-c2ccccc2)cs1	83	-2.7	26	7
COc1cccc(NC(=O)Nc2ccc3c(c2)C(=O)N(C)C[C@H](OC)[C@H](C)CN[C@@H](C)CO3)c1	44	2.1	5	·
COc1ccc(S(=O)(=O)Nc2cccc3c2O[C@H](CN(C)S(=O)(=O)c2ccc(Cl)cc2)[C@@H](C)CN([C@@H](C)CO)C3=O)cc1	11	0.8	-20	2
COc1ccccc1-c1ccc2c(c1)O[C@H](CN(C)C)[C@H](C)CN([C@@H](C)CO)S2(=O)=O	75	1.5	-2	-1
CCS(=O)(=O)Nc1ccc2c(c1)C(=O)N(C)[C@H]1CC[C@H](CC(=O)Nc3ccc(Cl)cc3)O[C@@H]1CO2	8	-1.3	13	-1
COc1ccc(S(=O)(=O)N(C)C[C@@H]2Oc3ccc(NC(=O)C4CCCCC4)cc3CC(=O)N([C@H](C)CO)C[C@@H]2C)cc1	36	-2.9	-20	5
O=S(=O)(c1ccc(F)cc1)N1CCCCN2[C@H](CO)[C@H](c3ccc(-c4cncnc4)cc3)[C@H]2C1	-3	-0.1	39	16
COCC(=O)N1C[C@@H]2[C@H](c3ccccc31)[C@@H](CO)N2Cc1ccccc1F	-15	-0.4	-18	1
CO[C@@H]1CN(C)C(=O)c2cc(NC(=O)C3CCOCC3)ccc2OC[C@H](C)N(C(=O)c2ccccc2)C[C@@H]1C	15	0.5	·	·
CCC(=O)Nc1ccc2c(c1)C(=O)N(C)C[C@@H](OC)[C@@H](C)CN(CCc1ccccc1)[C@@H](C)CO2	-12	-0.4	11	·
C[C@H]1CCCCO[C@@H](CN(C)Cc2ccncc2)[C@@H](C)CN([C@@H](C)CO)C(=O)c2cc(NC(=O)Nc3ccccc3)ccc2O1	61	0.5	-71	-1
C[C@@H]1CN([C@@H](C)CO)C(=O)Cc2cc(NS(=O)(=O)c3ccccc3)ccc2O[C@@H]1CN(C)Cc1ccc(C(=O)Nc2ccccc2N)cc1	42	-1.8	-88*	4
C[C@@H]1CN([C@@H](C)CO)C(=O)Cc2cc(NC(=O)Cc3cn(C)c4ccccc34)ccc2O[C@H]1CN(C)C(=O)Nc1cccc2ccccc12	20	-0.4	-47	2
C[C@H](CO)N1C[C@H](C)[C@@H](CN(C)C(=O)C2CCC2)Oc2ncc(Br)cc2C1=O	-6	0.8	36	·
Cc1noc(C)c1S(=O)(=O)Nc1ccc2c(c1)C(=O)N([C@H](C)CO)C[C@@H](C)[C@H](CN(C)S(=O)(=O)c1ccc(Cl)cc1)OCCCC[C@@H](C)O2	104*	-0.5	?	9
COCC(=O)N(C)C[C@H]1Oc2cc(-c3ccc(C)cc3)ccc2S(=O)(=O)N([C@@H](C)CO)C[C@H]1C	11	-2.6	·	-7
Cc1noc(C)c1NC(=O)N(C)C[C@H]1Oc2ccc(NS(=O)(=O)c3cn(C)cn3)cc2C(=O)N([C@@H](C)CO)C[C@@H]1C	-1	-1.0	15	·
COc1ccccc1S(=O)(=O)N[C@@H]1CC[C@H](CC(=O)N2CCCCC2)O[C@H]1CO	26	-0.6	22	-1
C[C@@H]1CN([C@@H](C)CO)C(=O)c2cccc(NS(=O)(=O)c3ccc(Cl)cc3)c2O[C@@H]1CN(C)S(C)(=O)=O	17	-0.4	5	-1
C[C@H]1CN([C@@H](C)CO)C(=O)c2cc(NC(=O)Nc3ccccc3)ccc2O[C@H]1CN(C)S(=O)(=O)c1ccccc1	8	9.6	-1	10
CC(=O)N1[C@H](CO)[C@H](c2ccc(C3=CCCC3)cc2)[C@@H]1CNC(=O)CN(C)C	-52	2.0	-10	-4
COc1ccc2c3c(n(C)c2c1)[C@H](CO)N(C)CC31CN(C(=O)Nc2cccc(F)c2)C1	·	-1.1	-20	2
COc1ccc(S(=O)(=O)Nc2ccc3c(c2)CC(=O)N([C@H](C)CO)C[C@@H](C)[C@H](CN(C)Cc2ccc(-c4ccccc4)cc2)O3)cc1	31	-0.7	17	26
CC(=O)N(C)C[C@@H]1Oc2ncc(C#CC(C)(C)O)cc2C(=O)N([C@H](C)CO)C[C@@H]1C	34	-2.0	18	5
CCCNC(=O)N1CC2(C1)CN(C(=O)c1ccncc1)[C@H](CO)c1[nH]c3cc(OC)ccc3c12	·	-1.0	33	3
CN(C)C(=O)c1ccc(-c2ccc([C@H]3[C@H](CO)N4CCCCN(S(C)(=O)=O)C[C@@H]34)cc2)cc1	83	3.7	4	-4
CS(=O)(=O)N1CC2(C1)[C@H](c1ccccc1)[C@@H](CO)N2CC1CCCC1	·	0.3	-27	-1
C[C@@H]1CCCCO[C@@H](CN(C)S(C)(=O)=O)[C@@H](C)CN([C@H](C)CO)C(=O)c2cc(NC(=O)CCC(F)(F)F)ccc2O1	-20	-2.2	21	6
C[C@@H]1CCCCO[C@@H](CN(C)S(C)(=O)=O)[C@H](C)CN([C@@H](C)CO)C(=O)c2cc(NC(=O)Nc3ccc4c(c3)OCO4)ccc2O1	-25	2.5	34	-3
C[C@@H]1CN([C@H](C)CO)C(=O)c2cc(N(C)C)ccc2O[C@H]1CN(C)Cc1ccc(C(=O)Nc2ccccc2N)cc1	95	2.2	-34	5
CCC(=O)N[C@H]1CC[C@@H](CCn2cc(C3CC3)nn2)O[C@@H]1CO	·	1.7	13	0
CCCNC(=O)[C@H]1[C@H](CO)[C@H]2Cn3c(ccc(-c4ccccc4)c3=O)[C@H]2N1C(=O)C1CC1	·	-0.5	17	-4
CN1CCN(C(=O)C[C@@H]2CC[C@H](NC(=O)c3ccc4c(c3)OCO4)[C@H](CO)O2)CC1	-39	0.8	-1	·
CC(=O)N(C)C[C@H]1Oc2cc(C#Cc3ccncc3)ccc2S(=O)(=O)N([C@@H](C)CO)C[C@H]1C	37	-1.6	20	4
CCC(=O)N1CC2(C1)[C@@H](c1ccccc1)[C@@H](CO)N2C(=O)c1ccncc1	·	1.1	21	0
Cc1ccc(S(=O)(=O)Nc2ccc3c(c2)C(=O)N([C@H](C)CO)C[C@H](C)[C@H](CN(C)S(=O)(=O)c2cccs2)O3)cc1	-62	-2.1	-39	-13
C[C@@H]1CN([C@@H](C)CO)C(=O)c2cc(NS(C)(=O)=O)ccc2O[C@H]1CN(C)Cc1ccccc1	19	1.0	18	-1
COCC(=O)N(C)C[C@H]1Oc2cc(-c3ccccc3F)ccc2S(=O)(=O)N([C@H](C)CO)C[C@@H]1C	·	1.0	15	-1
C/C=C/c1ccc([C@H]2[C@H](CO)N(C(C)=O)C23CN(C(=O)c2ccncc2)C3)cc1	·	-0.4	-11	-7
COc1ccc(NC(=O)N(C)C[C@@H]2Oc3c(NC(=O)c4cc(C)nn4C)cccc3C(=O)N([C@H](C)CO)C[C@H]2C)cc1	-23	-0.4	-3	-1
C[C@@H]1CN([C@@H](C)CO)C(=O)c2cc(-c3ccc(C(=O)N(C)C)cc3)cnc2O[C@@H]1CN(C)C(=O)C1CC1	-3	1.3	38	-2
C[C@@H]1CN([C@@H](C)CO)C(=O)Cc2cc(NC(=O)CCN3CCOCC3)ccc2O[C@@H]1CN(C)CC1CC1	-23	-0.5	-30	0
Cc1noc(C)c1S(=O)(=O)Nc1ccc2c(c1)C(=O)N([C@H](C)CO)C[C@H](C)[C@@H](CN(C)C(=O)CCCN(C)C)OCCCC[C@H](C)O2	-22	3.2	-16	2
Next part
SMILES	T cruzi growth	GASC1 inh	Pf Dd2 growth	C diff growth
C[C@@H]1CN([C@@H](C)CO)C(=O)Cc2cc(NS(C)(=O)=O)ccc2O[C@H]1CN(C)C	38	2.1	11	1
COc1cccc(NC(=O)N(C)C[C@@H]2Oc3cc(-c4ccccc4OC)ccc3S(=O)(=O)N([C@@H](C)CO)C[C@H]2C)c1	·	2.0	-12	-9
C[C@H](NC(=O)C[C@H]1C[C@H]2c3cc(NC(=O)NC4CCCCC4)ccc3O[C@H]2[C@H](CO)O1)c1ccccc1	14	-1.3	-5	·
COC(=O)C[C@@H]1CC[C@H]2[C@@H](COc3ccc(NS(C)(=O)=O)cc3C(=O)N2C)O1	38	-0.9	-10	-4

Arranged by length of the SMILES (smallest number first): some entries from above
SMILES	T cruzi growth	GASC1 inh	Pf Dd2 growth	C diff growth
C/C=C/c1ccc([C@H]2[C@H](CO)N(C(C)=O)C23CN(C(=O)c2ccncc2)C3)cc1	·	-0.4	-11	-7
C[C@@H]1CN([C@@H](C)CO)C(=O)Cc2cc(NS(C)(=O)=O)ccc2O[C@H]1CN(C)C	38	2.1	11	1
COC(=O)C[C@@H]1CC[C@H]2[C@@H](COc3ccc(NS(C)(=O)=O)cc3C(=O)N2C)O1	38	-0.9	-10	-4
COCC(=O)N(C)C[C@H]1Oc2cc(-c3ccccc3F)ccc2S(=O)(=O)N([C@H](C)CO)C[C@@H]1C	·	1.0	15	-1
C[C@@H]1CN([C@@H](C)CO)C(=O)Cc2cc(NC(=O)CCN3CCOCC3)ccc2O[C@@H]1CN(C)CC1CC1	-23	-0.5	-30	0
C[C@H](NC(=O)C[C@H]1C[C@H]2c3cc(NC(=O)NC4CCCCC4)ccc3O[C@H]2[C@H](CO)O1)c1ccccc1	14	-1.3	-5	·
COc1cccc(NC(=O)N(C)C[C@@H]2Oc3cc(-c4ccccc4OC)ccc3S(=O)(=O)N([C@@H](C)CO)C[C@H]2C)c1	·	2.0	-12	-9
COc1ccc(NC(=O)N(C)C[C@@H]2Oc3c(NC(=O)c4cc(C)nn4C)cccc3C(=O)N([C@H](C)CO)C[C@H]2C)cc1	-23	-0.4	-3	-1
Cc1noc(C)c1S(=O)(=O)Nc1ccc2c(c1)C(=O)N([C@H](C)CO)C[C@H](C)[C@@H](CN(C)C(=O)CCCN(C)C)OCCCC[C@H](C)O2	-22	3.2	-16	2

Bioassay records: PubChem, Broad Institute
